# Mac1 fbg inh: inhibitors of CD11b/CD18 adhesion to fibrinogen, primary screen, K562 cells, luminescence | Integrin beta-2 (Homo sapiens) + Integrin alpha-M (Homo sapiens), P05107+P11215 | ATPlite luminescence; Mn2+ added to activate the integrin | inhibition, % at 10 µM | 0.54% of 93,000 active;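 active = primary inhibition of 50% or more at 10 µM, then 40% or more on retest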; note: some results filed as inactive read as strong as hits
# Target sequence (P05107 whole entry, looked up, other chains not shown): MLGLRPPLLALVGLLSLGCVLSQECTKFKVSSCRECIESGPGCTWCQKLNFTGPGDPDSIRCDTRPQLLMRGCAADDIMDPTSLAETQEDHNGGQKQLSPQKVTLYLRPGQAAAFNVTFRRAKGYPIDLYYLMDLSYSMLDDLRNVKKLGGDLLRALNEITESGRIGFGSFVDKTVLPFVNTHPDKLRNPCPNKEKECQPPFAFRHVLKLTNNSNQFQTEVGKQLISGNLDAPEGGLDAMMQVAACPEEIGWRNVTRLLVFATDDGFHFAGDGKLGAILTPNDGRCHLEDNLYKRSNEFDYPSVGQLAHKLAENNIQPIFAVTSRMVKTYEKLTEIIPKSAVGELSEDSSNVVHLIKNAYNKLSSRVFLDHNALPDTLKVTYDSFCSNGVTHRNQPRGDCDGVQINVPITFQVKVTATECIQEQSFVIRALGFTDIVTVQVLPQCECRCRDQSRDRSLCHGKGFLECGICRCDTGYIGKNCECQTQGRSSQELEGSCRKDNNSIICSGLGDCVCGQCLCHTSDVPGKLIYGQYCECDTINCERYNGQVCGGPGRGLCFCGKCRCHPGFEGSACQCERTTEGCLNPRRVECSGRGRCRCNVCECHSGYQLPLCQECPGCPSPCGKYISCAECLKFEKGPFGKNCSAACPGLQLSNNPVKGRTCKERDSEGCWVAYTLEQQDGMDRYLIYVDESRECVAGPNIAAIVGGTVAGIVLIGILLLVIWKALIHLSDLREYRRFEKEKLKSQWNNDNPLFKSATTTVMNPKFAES
# Mac1 fbg enh: enhancers of CD11b/CD18 adhesion to fibrinogen, primary screen, K562 cells, luminescence. AID 1499, 2009. ATPlite luminescence. Integrin beta-2 (Homo sapiens) + Integrin alpha-M (Homo sapiens), P05107+P11215. 0.07% of 93,000 active. activation, % at 10 µM;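 active = 10 µM primary screen giving 50% or more activity, confirmed by 40% or more on retest at that dose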; note: strong numbers were not always called active; reference of the scale not given here
# An asterisk follows results filed as active. Some of the compounds tested; rates above refer to the full screens.
SMILES,Mac1 fbg inh,Mac1 fbg enh
COc1ccc([N+](=O)[O-])cc1NC(=O)c1ccc(N(Cc2ccccc2Cl)S(C)(=O)=O)cc1,-10.3,3.9
COc1cc(Cl)c(C)cc1NC(=O)COC(=O)c1cc(SC)ccc1Cl,-14.6,0.1
COc1ccc(-c2nsc3c(SCc4ccccc4)ncnc23)cc1,7.8,1.5
CCOC(=O)c1cc(-c2ccccc2)sc1NC(=O)C(C)N1C(=O)c2ccccc2C1=O (centres undefined),-12.4,2.0
COc1ccc(C2C(C#N)=C(N)OC3=C2C(=O)CC(C)(C)C3)cc1Cn1cc([N+](=O)[O-])cn1 (centres undefined),1.9,2.9
CC(C)=CC(=O)OCC(=O)Nc1cc([N+](=O)[O-])ccc1F,-2.1,-1.8
O=C(CNS(=O)(=O)c1ccccc1)N/N=C\c1ccc(Cl)cc1,-0.4,-1.0
O=C(c1cc([N+](=O)[O-])ccc1Cl)N1CCN(c2ccccc2)CC1,22.1,-2.8
COc1cc(/C=C/C(=O)N2C(=O)c3cccc(N)c3C2=O)cc(OC)c1OC,2.8,69.3
COc1ccc(NC(=O)COC(=O)C2CCCCC2)c([N+](=O)[O-])c1,-15.5,12.7
CC(C)COc1ccc(CN=C(N)N=C(N)N)cc1Cl,-12.7,14.8
COc1ccc(C(C)=O)cc1COC(=O)CNC(=O)c1ccccc1F,14.7,2.8
COCCCNC(=O)c1cc2c(=O)n3cc(C)ccc3nc2nc1NCC1CCCO1 (centres undefined),-4.0,0.1
O=C(Cc1cccs1)Nc1nnc(SCc2ccc(F)cc2)s1,-13.9,8.1
O=C(CN1N=C(c2ccccc2)CCC1=O)NCc1ccco1,-0.4,1.7
CC1CCc2sc(C(=O)OCC(=O)NCc3ccccc3)cc2C1 (centres undefined),-6.3,-4.6
CCOP(=O)(OCC)C(Nc1cccc(C(F)(F)F)c1)c1ccc(Br)cc1 (centres undefined),4.8,0.8
CC(NC(=O)OCc1ccccc1)C(=O)Oc1cc2oc(=O)cc(-c3ccccc3)c2cc1Cl (centres undefined),75.3,-7.8
COc1ccc(OCCCC(=O)Nc2cccc(SC)c2)cc1,-11.2,-0.6
Cc1ccc(CSCC(=O)Nc2ccc(F)cc2)cc1,4.1,4.4
Cc1cc(CSc2ccccc2)ccc1NC(=O)COc1ccccc1C,-19.1,-0.2
Cc1ccccc1NC(=O)Nc1nc2ccc(S(C)(=O)=O)cc2s1,-5.4,14.6
COc1cccc(-n2nc3c(=O)n(Cc4ccccc4Cl)nc(C)c3c2C)c1,-13.3,5.4
COC(=O)c1sccc1NC(=O)/C=C/c1ccc(Cl)cc1Cl,-11.1,2.2
O=C(/C=C/c1ccc(Cl)c([N+](=O)[O-])c1)Nc1ccc(NC(=O)c2ccco2)cc1,-6.6,1.1
Cc1ccc(-c2cc(C(=O)N/N=C/c3c[nH]c4ccccc34)n[nH]2)o1,26.7,-0.9
CCCCOC(=O)C[N+](C)(C)CCOC1CC2CCC1(C)C2(C)C (centres undefined),1.9,4.6
CC12CC(c3ccccc3O1)C(/C(N)=N/NC(=O)c1ccc(F)cc1)C(=O)N2 (centres undefined),-16.4,8.7
Cc1cccnc1NC(=O)/C=C/c1ccc2c(c1)OCO2,-4.4,-3.5
CC1CN(S(=O)(=O)c2cccc(C(=O)OC/C(O)=C(\C#N)c3nc4ccccc4[nH]3)c2)CC(C)O1 (centres undefined),0.9,12.5
C=CCSC1=N/C(=C\c2cccnc2)C(=O)N1c1ccc(OC)cc1,-28.2,1.1
CC(C)CCOc1ccc(C2=NNC(=O)CC2)cc1,-15.1,3.1
COc1cc(/C=N/NC(=O)c2ccc3ccccc3c2)ccc1Oc1ccc([N+](=O)[O-])cn1,2.5,15.0
COc1cc(/C=N/NC(=O)CCn2c3ccccc3c3ccccc32)cc(OC)c1OC,-3.4,38.0
Cc1ccc2nc(-c3ccc(NC(=O)CN4C(=O)c5ccccc5C4=O)cc3)sc2c1,28.6,22.5
CCC(/C=N/NC(=O)C1COc2ccccc2O1)CC (centres undefined),0.9,1.9

# Single entries from the results shown:
# Mac1 fbg inh with `COc1cc(/C=N/NC(=O)CCn2c3ccccc3c3ccccc32)cc(OC)c1OC` is entered as -3.4
# Mac1 fbg enh with `CC12CC(c3ccccc3O1)C(/C(N)=N/NC(=O)c1ccc(F)cc1)C(=O)N2` (centres undefined) is entered as 8.7

# Next part
SMILES,Mac1 fbg inh,Mac1 fbg enh
CCCOc1ccc(Cc2c(Cl)nc(SC)nc2NC)cc1,101.2,-7.7
CCC1CCCCN1C(=S)Nc1ccc(SC(F)F)cc1 (centres undefined),0.1,1.7
COC(=O)C1CCN(c2ccc(C(N)=O)cc2[N+](=O)[O-])CC1,8.0,9.9
COc1ccc2c(c1)O/C(=C\c1sccc1C)C2=O,17.9,2.3
O=C(c1ccccc1)[C@@H]1[C@@H](C(=O)c2ccc(F)cc2)[C@@]2(C(=O)Nc3ccccc32)[C@H]2c3ccccc3C=CN12,8.9,18.4
O=C(O)CC(Cc1ccc(Cl)cc1)C(=O)NCc1ccccc1 (centres undefined),4.1,2.6
NC(=S)N=Nc1c(O)n(Cc2ccc(F)cc2)c2ccccc12,0.0,1.1
C=CC(=O)NCCCc1cc(C(C)(C)C)c(O)c(C(C)(C)C)c1,-8.8,0.9
Cc1ccc(-n2nc(C)c(C(=O)O)n2)c(C)c1,50.2,1.4
Cc1ccc(NS(=O)(=O)c2ccc(OCC(=O)NCc3ccncc3)cc2)cc1,4.9,1.9
CN1/C(=C\C(=O)Nc2ccc(Cl)cc2)C(C)(C)c2ccccc21,99.0,-8.4
C1CCN(CCCNC2C3CC4CC(C3)CC2C4)C1 (centres undefined),0.8,0.7
COc1cccc(-c2ccc(SCC(=O)N3CCc4ccccc43)nn2)c1,14.5,8.2
Cc1nn(CC(=O)c2ccc(Cl)cc2Cl)c(C)[n+]1N,-2.7,4.5
CCOC(=O)/C(=C\c1c[nH]c2ccccc12)NC(C)=O,-6.9,0.6
CC(C)Oc1ccc(CN=C(N)N=C(N)N)cc1Cl,-13.5,-3.2
Cc1ccccc1-c1nsc(SCC(=O)c2ccc(Cl)cc2)n1,20.5,-1.0
Cc1ccc(NC(=S)N(Cc2cccs2)Cc2cc3cccc(C)c3[nH]c2=O)cc1,3.9,24.2
CC(C)(C)c1ccc(C(=O)NCc2nnc(SCC(=O)N3CCCc4ccccc43)n2-c2ccccc2)cc1,15.7,-4.7
O=C(Nc1ccc(Cl)cc1)Nc1nnc(Cc2ccc([N+](=O)[O-])cc2)s1,2.8,42.9
CCOC(=O)C1=C(C)Nc2nc3ccccc3n2C1c1cccs1 (centres undefined),-6.0,-2.5
Cc1ccc(NC(=S)NC2CCCC2)cc1C,-3.0,1.7
CCOc1ccc(C(=O)NCC(=O)OCc2ccc(F)cc2Cl)cc1,9.5,-0.9
COc1cc(/C=C2/SC(=S)NC2=O)ccc1OS(=O)(=O)c1ccc(C)cc1,91.9*,-4.7
O=C(CCCc1nc2ccccc2s1)NC(c1ccccc1)c1ccccc1,-0.9,-2.6
C=CCn1c(P(C)(=O)O)nc2ccccc21,-0.5,2.3
CN(C)S(=O)(=O)c1ccc(NC(=O)/C=C/c2ccccc2Cl)cc1,36.6,5.0
COc1ccc2c(CN3CCN(S(=O)(=O)c4cccs4)CC3)cc(=O)oc2c1,-7.4,1.6
CCc1cccc(CC)c1NC(=O)c1ccccc1CCc1ccccc1,6.4,0.6
CCNc1ccc(S(=O)(=O)N(C)C)cc1NCC(=O)Nc1c(F)cccc1F,-0.8,2.4
CC(C(=O)Nc1ccccc1Br)c1ccc([N+](=O)[O-])cc1 (centres undefined),6.0,-0.1
CSCCC(NC(=O)c1ccccc1Br)C(=O)Nc1ccc(C)cc1 (centres undefined),18.4,-1.0
CN1C(=S)SC(N2OC3C(=O)N(c4ccccc4)C(=O)C3C2c2ccccc2)C1(C)C (centres undefined),4.5,5.8
CC(C)(C)N=C1NN=C(c2cc3ccccc3o2)CS1,-16.1,7.3
COc1ccc(C(=O)CN2CCN(S(=O)(=O)c3cccc([N+](=O)[O-])c3)CC2)cc1OC,15.2,-2.2
COc1ccc(CNC(=O)Nc2cccc(C(F)(F)F)c2)cc1OC,9.9,0.0

# Quoted at random: 7 records from the list
SMILES,Mac1 fbg inh,Mac1 fbg enh
CCNc1ccc(S(=O)(=O)N(C)C)cc1NCC(=O)Nc1c(F)cccc1F,-0.8,2.4
COc1ccc(C(=O)CN2CCN(S(=O)(=O)c3cccc([N+](=O)[O-])c3)CC2)cc1OC,15.2,-2.2
CC(C)(C)N=C1NN=C(c2cc3ccccc3o2)CS1,-16.1,7.3
CCc1cccc(CC)c1NC(=O)c1ccccc1CCc1ccccc1,6.4,0.6
CSCCC(NC(=O)c1ccccc1Br)C(=O)Nc1ccc(C)cc1 (centres undefined),18.4,-1.0
O=C(CCCc1nc2ccccc2s1)NC(c1ccccc1)c1ccccc1,-0.9,-2.6
CN1C(=S)SC(N2OC3C(=O)N(c4ccccc4)C(=O)C3C2c2ccccc2)C1(C)C (centres undefined),4.5,5.8

# (cont.)
SMILES,Mac1 fbg inh,Mac1 fbg enh
CCc1nc(C)ccc1OC(=O)C12CC3CC(CC(C3)C1)C2,8.1,-5.5
Cc1ccc(NC(=O)/C=C/c2ccco2)nc1,-11.4,-0.6
Cc1ccc(Cl)cc1OCC(=O)NCCOC(=O)Nc1sc(=S)n(C)c1C,10.4,-1.5
Cc1nn(-c2ccccc2)c(N2CCCC2)c1/C=N/NC(=S)Nc1cc(C(F)(F)F)ccc1Cl,0.0,36.2
COc1cc(C(=O)NCc2nnc(SCC(=O)Nc3nc4ccc(C)cc4s3)o2)cc(OC)c1OC,11.6,10.4
CCOC(=O)c1c(NC(=O)COC(=O)CNC(=O)c2ccco2)sc(C)c1C,6.7,1.1
O=C(CSc1nc(-c2ccc(Cl)cc2)cs1)Nc1cccc([N+](=O)[O-])c1,100.4,-6.4
CCOc1cc(NC(=S)NCc2ccco2)c(OCC)cc1NC(=O)C1CC1,-0.1,-0.1
CCC(C)NC(=O)c1[nH]c(C)c(C(=O)OC)c1C (centres undefined),13.6,0.1
COc1ccc(NC(=S)NC(NC(C)=O)C(Cl)(Cl)Cl)c([N+](=O)[O-])c1 (centres undefined),0.6,2.6
COc1ccccc1Nc1nc(N)nc(CSC(=S)N2CCC(C)CC2)n1,-17.5,1.7
O=C(CNc1n[nH]c(=O)[nH]c1=O)N/N=C/c1cccnc1,-9.8,-0.3

# Three structures already listed, sorted by SMILES length, smallest number first.
SMILES,Mac1 fbg inh,Mac1 fbg enh
COc1ccccc1Nc1nc(N)nc(CSC(=S)N2CCC(C)CC2)n1,-17.5,1.7
CCOC(=O)c1c(NC(=O)COC(=O)CNC(=O)c2ccco2)sc(C)c1C,6.7,1.1
COc1ccc(NC(=S)NC(NC(C)=O)C(Cl)(Cl)Cl)c([N+](=O)[O-])c1 (centres undefined),0.6,2.6

# (more compounds)
SMILES,Mac1 fbg inh,Mac1 fbg enh
CCOC(=O)C1=C(c2ccccc2)NC(=S)NC1c1cccc([N+](=O)[O-])c1 (centres undefined),-7.2,-4.3
CN(CC(=O)OCC(=O)c1c(N)n(C)c(=O)n(C)c1=O)S(=O)(=O)c1ccc(Cl)cc1,-11.3,1.5
COc1ccc(OCC(=O)N/N=C2\CCCc3ccccc32)cc1,-12.0,3.5
Cc1ccc(S(=O)(=O)NC2=NCCCCC2)cc1,1.6,1.7
C/C(=N\NC(=O)c1ccccc1)c1ccc(NC(=O)c2cccs2)cc1,-10.0,1.9
CCOC(=O)c1c(NC(=S)Nc2cc([N+](=O)[O-])ccc2OC)sc2c1CCCCC2,12.9,34.4
Cc1cc(C)c(NC(=O)COC(=O)CCc2ccc(S(=O)(=O)N3CCCCC3)cc2)c(C)c1,-18.6,6.1
CC(C)c1nc(Cl)c(C#N)c2c1CSC(C)(C)C2,-10.2,4.2
COC(=O)c1ccc(N2C(=O)c3cc(N4CCOCC4)c([N+](=O)[O-])cc3C2=O)cc1,-12.3,8.9
CC(=O)Nc1ccccc1C(=O)C(=O)Nc1ccccc1,-3.1,-0.8
O=C(COC(=O)c1cc([N+](=O)[O-])ccc1NCc1ccccc1Cl)NCC(F)(F)F,28.1,-2.3
Nc1nc2c(F)cccc2s1,-12.3,6.2
CCOC(=O)/C=C1\Nc2ccccc2OC1=O,3.6,-5.4
O=C(CSc1ncn[nH]1)Nc1c(Br)cc([N+](=O)[O-])cc1Br,4.6,-2.1
CN(C(=O)COC(=O)c1n[nH]c2ccccc12)C1CCS(=O)(=O)C1 (centres undefined),3.2,-2.5
CC(=O)c1c(C)oc2c1C(=O)c1ccccc1C2=O,-7.9,2.9
O=S(CC1CC1(Cl)Cl)CC1CC1(Cl)Cl (centres undefined),4.3,3.8
Cc1c(/C=N/NC(=O)CNc2ccccc2)c2ccccn2c1C(=O)c1ccc(Cl)cc1,-13.1,13.4
O=C(Nc1nc2c(s1)CCCC2)c1cc(-c2ccc3c(c2)OCO3)nc2ccccc12,9.5,7.3
O=C1CCC(C(=O)OCC(=O)c2c[nH]c3ccccc23)=NN1,-1.6,-1.0
NNC(=O)c1ccc(COc2ccccc2)cc1,-1.1,1.0
COCCNC(=O)c1cccc(Nc2nc(-c3ccccc3)c3cc(Cl)ccc3n2)c1,2.4,7.6
O=C(N/N=C/c1cn(-c2ccccc2)nc1-c1cc2ccccc2o1)c1ccccc1Br,17.5,16.3
O=C(c1ccccc1F)N(NC(=O)C(O)(c1ccccc1)c1ccccc1)c1ccccc1,-1.2,3.2
O=C(Nc1ccc(Cl)cc1)Nc1nnc(SCc2ccc(Cl)cc2)s1,-11.5,52.6
COCCCNC(=O)/C(C#N)=c1\s/c(=C\c2ccccc2OC(F)F)c(=O)n1CCCOC,18.2,2.6
COc1ccc(C2(CNC(=O)c3cccc([N+](=O)[O-])c3)CCOCC2)cc1OC,5.5,-2.1
CCOC(=O)c1c(-c2ccccc2)csc1NC(=S)N(CC)CC,17.8,4.5

# Screens as filed in PubChem BioAssay.
